High-throughput results as filed in PubChem BioAssay.
EPAC1 ag – agonists of human EPAC1 | O95398 | EPAC1 agonist qHTS, biochemical assay; response scale: 100% = response to 6.5 mM cAMP | Potency, µM (highest dose often 154 µM), without a hit: at the top dose activation, most hits filed as activators | actives 0.073% (n = 360,000); further: potency means the concentration at half of the fitted maximal effect; nearly all actives have a fitted effect of over 60% in size
Target sequence (O95398 whole entry, looked up): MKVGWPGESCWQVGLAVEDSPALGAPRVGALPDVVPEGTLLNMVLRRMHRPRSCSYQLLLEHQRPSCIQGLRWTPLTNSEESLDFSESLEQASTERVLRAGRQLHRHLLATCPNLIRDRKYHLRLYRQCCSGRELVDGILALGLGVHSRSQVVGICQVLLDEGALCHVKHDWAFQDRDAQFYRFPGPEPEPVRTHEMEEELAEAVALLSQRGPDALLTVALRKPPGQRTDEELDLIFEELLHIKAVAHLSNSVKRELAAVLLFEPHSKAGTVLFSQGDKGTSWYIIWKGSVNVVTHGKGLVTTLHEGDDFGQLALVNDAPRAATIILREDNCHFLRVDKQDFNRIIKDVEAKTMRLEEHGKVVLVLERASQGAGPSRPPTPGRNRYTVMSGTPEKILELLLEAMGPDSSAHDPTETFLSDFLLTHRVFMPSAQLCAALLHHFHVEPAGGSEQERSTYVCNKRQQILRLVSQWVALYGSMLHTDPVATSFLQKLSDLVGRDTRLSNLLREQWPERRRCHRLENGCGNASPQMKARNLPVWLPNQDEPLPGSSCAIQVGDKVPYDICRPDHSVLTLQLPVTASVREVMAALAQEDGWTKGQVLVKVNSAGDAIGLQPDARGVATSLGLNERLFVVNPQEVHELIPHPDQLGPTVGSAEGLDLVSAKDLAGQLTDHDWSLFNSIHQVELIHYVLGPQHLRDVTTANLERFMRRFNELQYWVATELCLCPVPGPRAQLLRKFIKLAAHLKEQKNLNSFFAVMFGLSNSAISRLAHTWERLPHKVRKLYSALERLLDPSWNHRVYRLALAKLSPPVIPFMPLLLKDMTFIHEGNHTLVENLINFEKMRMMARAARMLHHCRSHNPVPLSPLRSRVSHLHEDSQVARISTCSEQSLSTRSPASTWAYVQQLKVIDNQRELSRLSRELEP
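Fluorescent GDP-exchange assay: 100 nM EPAC1 with 250 nM Rap1B preloaded with BODIPY-GDP and 50 uM GDP; compounds tested as concentration series, 5 min at room temperature, then read every 5 min for 30 min (ex 480/em 540 nm); normalized to 6.5 mM cAMP.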
PLK1 PBD inh – PLK1 (human) polo-box domain binding inhibition; Plk1 PBD binding of FITC phosphopeptide, fluorescence polarization; Potency, µM, without a hit: max response, negative = inhibition, hits mostly inhibitors; actives 2.8% (n = 360,000); further: potency means the concentration at half of the fitted maximal effect; series mostly up to about 57 µM; on the % scale 0 is the no-effect control and ±100 the full control effect; nearly all actives have a fitted effect of over 65% in size
EPAC1 antagonist – EPAC1 (human) antagonism | O95398 | EPAC1 GEF assay, Rap1b-BODIPY-GDP exchange fluorescence | Potency, µM (series often up to 115 µM), without a hit: at the highest dose activity change, negative = inhibition, actives largely listed as inhibitors | actives 0.14% (n = 360,000);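 further: potency means the concentration at half of the fitted maximal effect; plate controls were vehicle for no effect and positive control for full effect; nearly all actives have a fitted effect of over 50% in size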
PI5P4Ka inh – inhibitors of human PI5P4K alpha | P48426 | PI5P4Kalpha enzyme, ADP-Glo luminescence, 60 min; hits give low values | max response, % | actives 1.2% (n = 330,000); active means max response of -50% or lower; inconclusive means between -30% and -50%; inactive means -30% or higher; further: value at the top dose of about 77 µM; on the % scale 0 is the no-effect control and ±100 the full control effect
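PI5P4Kalpha ADP-Glo assay; 5 microM ATP final; 60 min RT reaction; HEPES pH 7.4/EGTA/CHAPS, 5% DMSO; controls lacking substrate or enzyme; luminescent end-point.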
aSyn yeast inh – rescues yeast growth from alpha-synuclein toxicity; actives 0.14% (n = 370,000); Yeast expressing alpha-synuclein, growth rescue, BacTiter-Glo, 24 h; Potency, µM (series often up to 46.1 µM), for inactives: at the highest dose growth rescue (activation), actives largely listed as activators; further: potency means the concentration at half of the fitted maximal effect; % of control where 0% means no effect; nearly all actives have a fitted effect of over 65% in size
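Galactose-induced alpha-syn yeast (OD600=0.02, raffinose-pregrown) + pinned cpd, 24 hr, 30 deg C; growth by BacTiter-Glo luminescence. Growth restoration scores as activation.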
FUS yeast rescue – suppressors of FUS proteinopathy in yeast; AID 1347120; Potency, µM (top dose mostly 76.6 µM), for the others: at the top dose growth rescue (activation), most hits filed as activators; S. cerevisiae FUS-expressing, growth rescue, OD600, 24 h; actives 0.24% (n = 390,000);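 further: potency means the concentration at half of the fitted maximal effect; plate controls were DMSO vehicle for no effect and reference control for full effect; nearly all actives have a fitted effect of over 55% in size; some results filed as inactive show a strong effect at the top dose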
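Galactose (2%) drives FUS expression in yeast precultured in raffinose; seeding density OD 0.005. Test compounds incubated 24hr at 30C and 99% humidity before absorbance at 600 nm was measured.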
IL2 activator – IL-2 activation | IL-2 activation reporter assay, cell-based qHTS; stimulated with anti-CD3/CD4/CD28 beads; in transgenic mouse T cells | AID 652025 | activation, % (series mostly up to about 46 µM) | actives 0.065% (n = 360,000); in the data active means activation above about 50%; inconclusive means mostly about 30% to 49%; further: 0% is about no effect
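Unstimulated transgenic mouse T cells, 750 per well, received compound and, after 60 minutes, anti-CD3/anti-CD4 bead plus anti-CD28 stimulation. EGFP and DsRed were quantified after 18 hours.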
WRN inhibitor – inhibitors of human WRN helicase; Q14191; WRN helicase unwinding, fluorescent forked duplex, kinetic; Potency, µM (doses to about 114 µM), without a hit: top-dose activity change, negative = inhibition, actives largely listed as inhibitors; actives 0.46% (n = 360,000); further: potency means the concentration at half of the fitted maximal effect; on the % scale 0 is the no-effect control and ±100 the full control effect; nearly all actives have a fitted effect of over 55% in size
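Kinetic red-fluorescence monitoring (525/598 nm) tracks WRN helicase activity after 100 nM fluorophore-quencher forked duplex and 2 mM ATP are added to 20 nM enzyme pretreated 15 min at room temperature with compound.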
Abeta yeast res – A-beta toxicity reversal in yeast | yeast expressing A-beta42, growth rescue, OD600, 48 h; response scale: 0% DMSO, 100% iron-clioquinol control | Potency, µM (titrated, usually from 46.1 µM), for the others: at the top dose growth rescue, hits mostly activators | actives 0.063% (n = 410,000); further: potency means the concentration at half of the fitted maximal effect; nearly all actives have a fitted effect of over 55% in size
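Growth rescue measured by 600 nm absorbance after 48 h yeast culture at 30 C with compound. Values normalized between DMSO and an equimolar ferric chloride plus clioquinol control.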
* = called active by the depositor; ? = inconclusive; / = not tested or not shown; & = joins results of further samples; [ ] = another dose, or the depositor's remark. Unless noted, the call rests on the fitted dose curve; in most records, active means well fitted curve in the direction sought with a large enough effect; inconclusive means small, poorly fitted or top-dose-only effect, or another doubt; inactive means no such curve, though single readings can be large; an effect the other way counts as inactive or inconclusive.

structure	aSyn yeast inh	EPAC1 antagonist	IL2 activator	FUS yeast rescue	PI5P4Ka inh	WRN inhibitor	PLK1 PBD inh	EPAC1 ag	Abeta yeast res
Cc1ccc(OCC(=O)NCCCNC(=O)c2ccccn2)cc1	-10%	1%	-0.1	23%	-2	4%	-8%	4%	-1%
COC(=O)c1ccc2c(c1O)C(=O)c1ccccc1C2=O	2%	1%	-0.1	6%	-7	-35%	-5%	-1%	-85%[inhibitor]
Cn1cnnc1SC1CCCCC1NS(=O)(=O)c1ccccc1 (stereo not given)	-1%	-14%	0.3	/	14	-1%	-1%	-1%	-9%
Cc1cc(C)cc(C(=O)NCC(=O)NNC(=O)CSc2ccccc2F)c1	-1%[1.84 µM]	-6%	0.6	16%	1	-1%	4%	-11%	2%
Cc1ccccc1CN1CCN(CC(=O)NCc2ccccn2)C1=O	5%	-10%	-0.9	14%	0	-6%	0%	-11%	20%
O=C(/C(=C(\O)c1ccccc1)c1nc2ccccc2[nH]1)c1ccccc1	-1%	6%	0.2	19%	-12	5%	-11%	-7%	-11%
Cc1cc(N2CCCC2=O)cc(C)c1S(N)(=O)=O	-4%	8%	-1.3	26%	/	13%	-9%	-1%	-8%
CS(=O)(=O)c1ccc(-c2csc(C(O)(c3ccccc3)C(F)(F)F)n2)cc1 (stereo not given)	?	-13%	2.3	1%	4	-9%	9%	-2%	?
N#Cc1cc2c(nc1SCC(=O)O)CCCC2	1%	6%	-2.2	6%	-4	3%	-22%	0%	-3%
Cc1nnc(SCC(=O)N2CCN(c3ccccc3)CC2)n(N)c1=O	2%	4%	-4.3	7%	-3	-4%	-1%	3%	-27%
CCOC(=O)c1ccc(-n2c(CCC(=O)O)ccc2-c2cccs2)cc1	20µM*	-6%	-0.6	27%	-23	?	19µM*	1%	-22%
COc1ccc(C2=NS(=O)(=O)N(C)C(C(=O)NC3CCCC3)=C2)cc1OC	-4%	-11%	-2.3	6%	3	-1%	-3%	8%	-10%

Next results
structure	aSyn yeast inh	EPAC1 antagonist	IL2 activator	FUS yeast rescue	PI5P4Ka inh	WRN inhibitor	PLK1 PBD inh	EPAC1 ag	Abeta yeast res
Cc1ccc(NC(=O)CSc2nnc(-c3cc(C)on3)o2)cc1	1%	8%	0.4	-12%	4	-5%	3%	9%	-14%
COc1ccc(C(=O)CC(=O)C(=O)Nc2ccc(Cl)cc2)cc1	-6%	-2%	0.5	32%	-1	9%	0%	13%	-11%
S=C(c1ccc(-c2ccccc2)o1)N1CCCCC1	-26%	12%	-0.3	11%	-17	-14%	9.5µM*	2%	9%
CCn1nnnc1NC(=O)c1cc(OC)c(OC)c(OC)c1	-6%	18%	1.9	-5%	3	1%	27µM*	2%	-9%
O=C(O)[C@H](Cc1ccccc1)NC(=O)C(c1ccccc1)(c1ccccc1)c1ccccc1	-15%	-7%	-0.8	34%	7	-2%	27µM*	8%	5%
CCc1cccc2c(C(=O)CN3C(=O)NC4(CCc5ccccc54)C3=O)c[nH]c12 (stereo not given)	21%	-15%	-1.2	?	0	-7%	-3%	-1%	20%
COc1cccc(-c2noc(Cn3nc(C(=O)O)c4ccccc4c3=O)n2)c1	5%	-25%	0.4	14%	-7	-4%	-6%	5%	-7%
NC(=O)CC(NC(=O)Cc1ccc(Cl)cc1)c1ccc(NCC2CC2)c([N+](=O)[O-])c1 (stereo not given)	-3%	9%	-0.1	-6%	0	3%	4%	-13%	5%
O=C(CCNc1ccc(F)cc1)c1cccc([N+](=O)[O-])c1	7%	1%	-4.5	9%	/	-10%	?	13%	-1%
Cc1[nH]c2ccccc2c1C(=O)C(=O)NCc1ccncc1	-1%	-21%	1.3	-17%	3	-8%	-7%	-4%	8%
Cc1noc(C)c1C(=O)Nc1sc(C)c(-c2ccccc2)c1C#N	-4%	-16%	0.1	/	-3	3%	-30%	0%	-28%
COC(=O)CCC(=O)NC1CC(C)(C)Cc2c1cnn2-c1ccc(F)cc1 (stereo not given)	-2%	6%	-1.6	-12%	-7	8%	-1%	-6%	-3%

Other structures follow:
structure	aSyn yeast inh	EPAC1 antagonist	IL2 activator	FUS yeast rescue	PI5P4Ka inh	WRN inhibitor	PLK1 PBD inh	EPAC1 ag	Abeta yeast res
Cc1ccc(S(=O)(=O)NCC(=O)OC(C)C(=O)NC(=O)NC2CCCCC2)cc1C (stereo not given)	2%	?	0.3	34%	0	-5%	-14%	-4%	-11%
COc1ccc(N2CCN(CCNC(=O)C3CCN(S(=O)(=O)c4cccs4)CC3)CC2)cc1	1%	-2%	0.0	-15%	/	-5%	3%	7%	5%
O=C1CSC(c2ccccc2)N1c1ccc(F)cc1F (stereo not given)	7%	0%	6.7	13%	-2	9%	2%	-1%	-21%
CC#CC(=O)NC1CCCN(C2Cc3ccccc3C2)C1 (stereo not given)	8%	-1%	0.4	3%	2	1%	2%	13%	-3%
Cc1cccc(C)c1OCC(=O)N(Cc1cccs1)C1CCS(=O)(=O)C1 (stereo not given)	0%	-9%	1.7	21%	6	-7%	-3%	0%	-96%[inhibitor]
Cc1ccc2[nH]c(=O)c3cc(C(=O)NCCN4CCN(C)CC4)sc3c2c1	-6%	-27%	0.0	-29%	3	40%[activator]	-2%	1%	7%
CCn1c(=O)c2c(nc3n2CC(C)CN3CCc2ccccc2)n(C)c1=O (stereo not given)	3%	-3%	-1.8	25%	0	-9%	-14%	0%	-23%
Cc1sc2ncnc(NCC(c3ccccc3)N(C)C)c2c1C (stereo not given)	-7%	21%	-0.7	8%	-1	11%	-5%	6%	4%
COc1ccc(NC(=O)C(Cc2ccccc2)NC(=O)c2ccco2)cc1OC (stereo not given)	2%	0%	-1.9	7%	/	-1%	2%	0%	15%
CC(=O)Oc1cccc(/C=C2\Sc3ccccc3C2=O)c1	5%	2%	-0.2	13%	10	-14%	-17%	14%	0%
Cc1nn(C)cc1CNC(=O)c1cccc(F)c1	-1%	-1%	0.0	-1%	4	4%	?	-6%	-9%
O=C(CSc1nc2ncc(Cl)cc2[nH]1)N(Cc1ccccc1)C1CCS(=O)(=O)C1 (stereo not given)	-4%	-17%	-1.7	17%	5	-1%[57.1 µM]	2%	-3%	-1%

Continued.
structure	aSyn yeast inh	EPAC1 antagonist	IL2 activator	FUS yeast rescue	PI5P4Ka inh	WRN inhibitor	PLK1 PBD inh	EPAC1 ag	Abeta yeast res
Cc1c(Br)cc(C(=O)N2CCCCCC2)c(C)c1C	14%	7%	2.5	15%	-1	-1%	-6%	3%	-4%
Cc1ccc(CNC(=O)c2ccc(N3CCC4(CC3)CC(c3ccccc3)=NO4)c(NC(=O)c3ccc(Cl)c([N+](=O)[O-])c3)c2)cc1	-5%	7%	-1.1	?	-3	-6%	0%	-11%	-26%
CCOC(=O)Cc1csc(NC(=O)CSc2nnc(Cc3csc(N)n3)n2C)n1	1%	-10%	-0.4	?	-10	-8%	1%	-2%	9%
O=C(NCCc1csc(-c2cccnc2)n1)c1ccccc1	2%&-1%	11%	-0.3	-10%&-22%	-8	3%	-8%	-1%	-21%&1%
COc1ccc(/C=N\NC(=O)c2c(C)nc3ccc(Br)cn23)cc1	1%	-21%	-0.3	-21%	4	-3%	-8%	-3%	10%
COc1ccc(NC(=S)N2CCN(S(=O)(=O)c3ccc(C)cc3)CC2)cc1	0%	-15%	4.3	-1%	0	-23%	-18%	-2%	12%
Cc1cc(NC(=O)Nc2ccc(Cl)cc2)no1	0%	-10%	-2.0	-17%	-5	1%	1%	-1%	4%
CCN(CC)S(=O)(=O)c1ccc(NC(=O)CN(c2cccc(F)c2)S(C)(=O)=O)cc1	-3%	-2%	-1.3	?	12	-1%	-11%	0%	-6%
O=C(Nc1ccccc1N1CCOCC1)c1cc2ccccc2o1	-10%	1%	0.3	2%	-1	6%	-15%	6%	-13%
CCc1ccc2oc(=O)cc(CN3CCN(CCO)CC3)c2c1	-2%	2%	0.6	-12%	8	5%	-6%	0%	-2%
O=C(NCc1cccs1)C1CC(c2ccccc2O)=NO1 (stereo not given)	20%	1%	0.2	/	-5	6%	-6%	12%	-2%
CCc1ccc(CN2CCCC(C(=O)Nc3ccccc3-c3ccc(OC)cc3)C2)o1 (stereo not given)	10%	-15%	-0.8	7%	-1	-10%[57.1 µM]	-1%	4%	26%

Record cards, as listed above. Values in the order: aSyn yeast inh | EPAC1 antagonist | IL2 activator | FUS yeast rescue | PI5P4Ka inh | WRN inhibitor | PLK1 PBD inh | EPAC1 ag | Abeta yeast res
Cc1cc(NC(=O)Nc2ccc(Cl)cc2)no1 is listed as 0% | -10% | -2.0 | -17% | -5 | 1% | 1% | -1% | 4%
O=C(NCCc1csc(-c2cccnc2)n1)c1ccccc1 is listed as 2%&-1% | 11% | -0.3 | -10%&-22% | -8 | 3% | -8% | -1% | -21%&1%

The results go on:
structure	aSyn yeast inh	EPAC1 antagonist	IL2 activator	FUS yeast rescue	PI5P4Ka inh	WRN inhibitor	PLK1 PBD inh	EPAC1 ag	Abeta yeast res
O=C(Cn1c(=O)n(Cc2ccc(F)cc2)c(=O)c2ccccc21)NCC1CCCO1 (stereo not given)	1%	-13%	-0.2	2%	1	3%[57.1 µM]	0%	0%	-21%
O=c1[nH]cc(C=NNc2ccccc2)c(=O)[nH]1	8%	1%	-0.3	-4%	-20	-1%	-28%	7%	-6%
CC(CC(=O)N1CCN(c2ccccc2)CC1)S(=O)(=O)c1ccc2c(c1)NC(=O)CO2 (stereo not given)	-7%	-13%	-0.8	-13%	2	1%	-13%	-3%	5%
Cc1ccc(C(=O)Nc2cccc(C(=O)O)c2)cc1S(=O)(=O)N1CCOCC1	0%	7%	1.0	6%	/	-11%	5%	3%	-2%
CCCN(C(=O)Cc1nc(N)n[nH]1)C1(C(=O)Nc2c(C)cccc2C)CCCCC1	4%	6%	0.5	7%	11	-7%	1%	-6%	14%
CCn1c(CSc2nncn2-c2ccc(OC)cc2)nc2cc(S(=O)(=O)N(C)C)ccc21	13%	18%	-4.6	8%	0	-2%	-7%	2%	3%
